Bioassay records as filed in PubChem BioAssay.
human PMI inhibitors = MPI inhibition at elevated mannose 6-phosphate – biochemical, fluorescence intensity, high mannose 6-phosphate, primary screen (AID 1220) | recombinant PMI enzyme, coupled fluorescence intensity; higher % means a stronger effect | one-dose inhibition, % at 20 µM; IC50 in µM for titrated hits | 190,000 tested, 0.66% active
Dynein cargo inh = dynein cargo transport inhibition; 3617.4 mouse cells, GR-EGFP nuclear translocation imaging; test concentration mostly 20 µM; stimulated with dexamethasone, 1 µM; active compounds read low; z-score, hits read low; 220,000 tested, 0.47% active;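 active = plate z-score of nuclear minus cytoplasmic receptor signal below a set negative limit, without overly bright fluorescence or cell loss, cut at about -3.5 in these data, passing the limit was not always enough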;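 note: z-score of nuclear minus cytoplasmic ring GR-EGFP intensity difference per well; some compounds called inactive have numbers as strong as hits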
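medium = tetracycline-free induction medium containing charcoal-stripped FBS | also added = 1.0 µM final dexamethasone stimulus | schedule = 48 h induction, 1 h compound, 30 min dex at 37 °C | technique = fixed, Hoechst-stained cells imaged at 10x for EGFP | measure = GR-EGFP nuclear translocation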
Yfh1-depleted yeast = mitochondrial function rescue without frataxin homolog – Friedreich's ataxia, plus single-dose screen, dose response (AID 1465); S. cerevisiae Yfh1-off respiration, WST-1 reduction, 72 h; higher fold induction means a stronger effect; one-dose fold induction at 50 µM; EC50 in µM for titrated hits; 220,000 tested, 0.074% active;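 active = fold induction of absorbance versus untreated yeast above a set limit, then at least 30% activation at any dose in follow-up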;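 note: activators that raise dye reduction in frataxin-depleted yeast; strong numbers were not always called active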
Autophagy HCS = autophagy modulation, high-content screen. calls only at 10 µM (by protocol). MEF GFP-LC3 puncta imaging; test concentration mostly 10 µM. 190,000 tested, 0.98% active;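 active = percentage of spot-positive cells more than 3 SD above its plate mean, without a fluorescence outlier flag or 80% toxicity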;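 note: spot-positive cell cutoff set from DMSO-treated cells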
Ins promoter up = MIN6 insulin promoter up-regulation; MIN6 insulin promoter-GFP reporter, high-content imaging; active compounds read high; z-score at 5 µM; 190,000 tested, 0.3% active; AID 1625;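 active = z-score above 3 at 5 µM with at least 500 cells counted in the well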
WT yeast gro inh = growth inhibition of WT yeast, mitochondrial fusion screen; mitochondrial fusion phenotypic screen, WT strain; inhibition, % at 10 µM; 190,000 tested, 2.1% active; AID 1362; in the data active = inhibition above about 58%; tested in S. cerevisiae
PMI inhibitors = MPI enzyme activity inhibition – biochemical, fluorescence intensity, coupled assay, primary screen (AID 1209). purified PMI enzyme, coupled fluorescence intensity; higher % means a stronger effect. inhibition, % at 20 µM; hits with a dose series show IC50 in µM. 190,000 tested, 0.42% active;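 note: plate controls were DMSO vehicle for no effect and wells lacking substrate for full effect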
bCat nuc transl = beta-catenin nuclear translocation modulation | nuclear translocation activity, % at 5 µM | 190,000 tested, 0.3% active | HeLa beta-catenin nuclear translocation, immunofluorescence imaging | AID 1665;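 active = nuclear translocation activity above 50% at 5 µM, with a well cell count of 50 or more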;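 note: per-cell ratio of nuclear to cytoplasmic median beta-catenin stain intensity; plate controls were DMSO negative control for no effect and GSK-3 inhibitor IX positive control for full effect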
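Assay system: human HeLa cells, native beta-catenin; doses: 5 µM primary, 0.02–20 µM confirmation; incubation: compound treatment 24 h, 37°C, 5% CO2; technique: fluorescence imaging of beta-catenin antibody stain plus DAPI; measure: % activation, nuclear-to-cytoplasmic median beta-catenin signal ratio per cell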
MT stabilizer = microtubule stabilization, imaging screen. HeLa tubulin immunostaining HCS, 24 h; share of cells brighter than vehicle mean+2SD. % tubulin-high responders, % at 10 µM. 200,000 tested, 0.83% active. AID 2205;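 active = plate Z-score above 3 for both tubulin-high and condensed-nucleus cell shares, with cell loss under 80%, at 10 µM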;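 note: anti alpha tubulin signal scored within the nucleus-defined area of each cell; some results filed as inactive read as strong as hits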
WT yeast gro inh mutant strain = second read-out of WT yeast gro inh, no call of its own (marks repeat the call); inhibition, %; mitochondrial fusion phenotypic screen, mutant strain inhibition
Dynein cargo inh cytoplasmic EGFP = second read-out of Dynein cargo inh, no call of its own (marks repeat the call); z-score; measured here: cytoplasmic GR-EGFP intensity; active compounds read high
Dynein cargo inh nuclear GR-EGFP = second read-out of Dynein cargo inh, no call of its own (marks repeat the call); z-score; measured here: nuclear GR-EGFP intensity;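 lower value marks the stronger effect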
Dynein cargo inh cell count = also measured in Dynein cargo inh; calls as there; z-score; measured here: cell count per field
Ins promoter up cell count = also measured in Ins promoter up; calls as there; cell count; measured here: cytotoxicity, nuclei count;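 total cells summed across four imaged fields per well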
bCat nuc transl cell count 5 µM = further read-out of bCat nuc transl, marked with its call; cell count; measured here: cell count, cytotoxicity flag
MT stabilizer Hoechst-high % = second read-out of MT stabilizer, no call of its own (marks repeat the call); % Hoechst-high responders; measured here: nuclear condensation Hoechst responders;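 share of cells brighter than vehicle mean plus two SD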
MT stabilizer cytotoxicity % = recorded beside MT stabilizer, whose call it bears; toxicity, %; measured here: cytotoxicity by cell density;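 0% = mean cell density of plate MIN control wells and 100% = no cells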
Autophagy HCS cell loss 18 h = recorded beside Autophagy HCS, whose call it bears; toxicity, %; measured here: cell loss, nuclei count;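 cell loss after 18 h compound exposure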
The depositor's hits bear a star; i = inactive; . = no result given. Cut-off read from the data, not from the text of the source, unless noted: active = inhibition above about 50%; inactive = the rest. Hits appear at their usual frequency; any-hit rate near 5%.

SMILES	human PMI inhibitors	Dynein cargo inh	Dynein cargo inh cytoplasmic EGFP	Dynein cargo inh nuclear GR-EGFP	Dynein cargo inh cell count	Yfh1-depleted yeast	Autophagy HCS	Autophagy HCS cell loss 18 h	Ins promoter up	Ins promoter up cell count	WT yeast gro inh	WT yeast gro inh mutant strain	PMI inhibitors	bCat nuc transl	bCat nuc transl cell count 5 µM	MT stabilizer	MT stabilizer Hoechst-high %	MT stabilizer cytotoxicity %
CSC(=NC#N)N1CCN(c2c(C)cccc2C)CC1	24%	0.24	-0.23	0.19	-0.072	i	i	38	-0.38	1507	-3	-3	17%	-0.1	1546	3.5	1.0	0.6
O=C1CC(Nc2ccc(N3CCOCC3)cc2)C(=O)N1C1CCCCC1 (stereo unspecified)	-4%	0.52	-0.23	0.77	0.19	i	i	-4	-0.18	1237	6	-13	-14%	-1.1	1241	3.0	1.5	8.1
Cc1nc([N+](=O)[O-])cn1Cc1cccc([N+](=O)[O-])c1	-5%	-0.75	-0.36	-0.36	1.3	i	i	-8	0.05	1438	-12	5	-1%	5.6	968	0.7	1.5	9.7
Cc1cccc(NC(=O)c2sc(Cl)nc2-c2ccccc2)c1	-7%	-1.4	-0.22	-0.46	0.47	i	i	-13	1.9	847	8	-1	4%	-0.3	1068	2.2	0.9	3.2
CCOC(=O)c1c(C)n(-c2ccc(C)cc2)c2c(CC(C)=O)c(Br)c(OC)c(O)c12	2%	-0.53	0.63	0.11	-0.58	i	i	-4	-0.83	919	6	12	1%	-1.9	1218	2.1	2.3	5.4
COC(=O)C1=C(O)CSC1=Nc1cccc(C(F)(F)F)c1	4%	-0.65	-0.25	0.027	0.35	i	i	4	-0.45	1261	5	-9	6%	0.2	1022	2.4	2.4	20
CCC1=C(OC(=O)N(CC)CC)N2C(=O)OC(=NCCc3c[nH]c4ccccc34)[C@]2(Cc2ccccc2)[C@H]2C1=CC[C@H]1C(=O)N(CC(=O)OC)C(=O)[C@H]12	.	0.14	-0.83	0.12	0.25	i	.	.	-1.7	997	.	.	.	-1.1	1084	.	.	.
COC(=O)c1ccccc1NC(=O)CSc1nnc(-c2cccc(NC(C)=O)c2)n1C	-5%	-0.37	-0.13	-0.18	0.44	i	i	-2	-0.44	1098	-10	-4	6%	-6.1	1248	1.7	1.9	8.2
O=C(Nc1ccc2oc(-c3cccnc3)nc2c1)c1cc2ccccc2o1	2%	-0.56	0.78	0.012	0.47	i	i	16	-0.66	969	-2	-6	-5%	-2.3	800	4.1	2.8	9.1
Cc1sc(N/N=C/c2cccnc2)nc1-c1ccc(Cl)cc1	-8%	0.21	-0.14	-0.025	0.19	i	i	-19	0.08	1791	7	1	6%	0.0	1042	3.6	1.6	1.7
O=S(=O)(c1ccc(Nc2ccc(-c3ccc4c(c3)OCCO4)nn2)cc1)N1CCCC1	-10%	2.8	-0.24	0.77	-1.3	i	i	8	.	.	-4	-3	-9%	.	.	12*	8.5*	5.7*
CC(=O)c1sc(-c2ccc(Cl)cc2)nc1C	1%	-0.22	-0.23	-0.063	0.34	i	i	12	-1.2	1591	2	4	1%	-4.7	1130	1.9	1.5	6.4
NC(=O)c1ccc(NC(=O)COC(=O)c2c3c(nc4ccccc24)/C(=C\c2cccs2)CCC3)cc1	13%	0.46	-0.061	-0.025	-0.18	i	i	8	-3.1	789	76*	39*	10%	1.5	1000	3.9	3.0	2.2
CC(C)c1ccc2nc3sc(C(=O)N4CCc5ccccc5C4)c(N)c3cc2c1	3%	-1.1	1.8	0.55	0.89	i	i	17	0.87	1436	17	8	-3%	1.5	1403	2.5	3.0	11
CCC1=[N+](CC(=O)c2ccc(C)cc2)CCn2c(C)ccc21	-51%	-0.27	-0.25	-0.2	0.14	i	i	5	-1.1	867	-1	-8	-36%	1.9	1117	2.2	1.1	4.9
O=C(C1CC1)N1CCCC(c2ccc(Cl)cc2)=N1	3%	-0.18	-0.22	-0.4	0.35	i	i	1	0.23	1166	-3	-5	0%	0.9	1049	3.3	3.6	5.7
N#Cc1cc(-c2ccccc2)nn1-c1ccccc1	34%	-0.95	-0.21	-0.39	-0.55	i	i	-1	0.18	1274	-7	-8	35%	-0.4	1007	2.7	2.0	4.1
O=S(=O)(c1ccccc1)N1CCN=C1SCc1ccc(Cl)c(Cl)c1	0%	-0.17	-0.3	-0.44	0.45	i	i	23	-1.2	1156	53	68	12%	-0.2	1013	7.0	2.2	11
CC1(C)Cc2c(C#N)c(OCC(=O)c3ccc(Cl)cc3)nc(-c3ccco3)c2CO1	-22%	-0.18	-0.18	-0.049	0.35	i	i	6	0.93	1372	8	6	-10%	.	.	3.3	3.1	10.0
CCN(CC)CC(=O)c1c[nH]c2ccc(C)cc12	9%	-0.64	-0.33	-0.18	0.48	i	i	-2	1.5	1361	4	-6	5%	0.7	811	4.7	2.8	7.1
Cn1c(=O)c(=O)n(C)c2cc(S(=O)(=O)N3CCN(c4ccccc4F)CC3)ccc21	-7%	2.2	-0.091	3.2	-2.1	i	i	12	0.96	981	-12	-23	-9%	1.1	452	4.8	2.8	6.5
O=C(CN(C(=O)Cn1nnc(-c2ccc(F)cc2)n1)c1cnc2ccccc2c1)NCC1CCCO1 (stereo unspecified)	8%	-0.24	-0.38	-0.0077	0.85	i	i	-4	0.41	1447	-4	4	10%	-0.5	1559	1.8	1.5	2.5
CC(Sc1ccccc1)C(=O)NN=C1CCN(C)CC1 (stereo unspecified)	-8%	1.3	-0.28	0.2	-0.25	i	i	-10	-0.14	1241	9	-1	-9%	-2.1	1059	1.4	0.8	1.7
CCCNC(=S)N1CC2(C)CN(C(=O)C(=O)OCC)CC(C)(C1)C2=O	12%	0.25	-0.25	0.07	-0.37	i	i	6	-0.1	1476	-8	3	13%	-0.2	1042	2.3	2.4	6.7
CCN(CC)c1ccc(CNCc2cccs2)cc1	8%	0.24	-0.32	0.42	0.37	i	i	9	0.31	1530	-20	9	-8%	-3.5	1031	7.9	2.8	9.8
Next results
SMILES	human PMI inhibitors	Dynein cargo inh	Dynein cargo inh cytoplasmic EGFP	Dynein cargo inh nuclear GR-EGFP	Dynein cargo inh cell count	Yfh1-depleted yeast	Autophagy HCS	Autophagy HCS cell loss 18 h	Ins promoter up	Ins promoter up cell count	WT yeast gro inh	WT yeast gro inh mutant strain	PMI inhibitors	bCat nuc transl	bCat nuc transl cell count 5 µM	MT stabilizer	MT stabilizer Hoechst-high %	MT stabilizer cytotoxicity %
Cc1ccc(S(=O)(=O)N2CCC(C(=O)N[C@@H](Cc3ccccc3)C(=O)O)CC2)cc1	5%	0.19	-0.25	-0.6	1.1	i	i	0	0.28	1229	-9	2	12%	.	.	2.9	1.4	2.5
CCn1c(-c2cc(-c3ccc(C)c(C)c3)nc3ccccc23)n[nH]c1=S	11%	1.8	0.015	0.87	-1.8	i	i	7	.	.	58*	49*	15%	-1.7	1107	2.3	1.5	6.5
CNC(=O)C1=C(C)NC(=S)NC1c1cc2c(cc1OC)CCCC2 (stereo unspecified)	0%	-0.29	-0.15	-0.3	0.086	i	i	4	.	.	-6	-14	15%	-0.4	996	1.6	2.9	4.6
CCOc1cc(NC(=S)Nc2cccc(OC)c2)c(OCC)cc1NC(=O)C(C)C	45%	3.3	-0.05	0.91	-1.8	i	i	2	.	.	22	11	24%	.	.	1.5	1.2	3.3
COc1ccc(C2CC(=O)C3=C(C2)Nc2ccccc2N(C(=O)CCC(=O)O)C3c2ccc(F)cc2)cc1OC (stereo unspecified)	.	2.3	-0.24	0.86	-1.1	i	.	.	1.2	1480	.	.	.	-1.7	1301	.	.	.
Cc1ccc(CNC(=O)CSc2nc(C)cc(C)c2C#N)cc1	5%	0.14	-0.34	0.43	0.092	i	i	-1	0.27	1321	10	20	2%	-0.5	1015	5.3	3.3	6.4
CN(C)C(=S)Nc1ccc2ccccc2c1	3%	-0.85	0.44	-0.33	0.27	i	i	15	0.35	1299	24	19	8%	0.1	1050	5.7	1.2	7.1
CCOC(=O)c1ccc(NC(=O)NCc2c(C)nn(CC)c2C)cc1	8%	0.42	-0.32	0.52	0.51	i	i	8	-1	1333	-4	-10	7%	0.2	1104	.	.	.
CCOC(=O)Cn1cc(/C=C/[N+](=O)[O-])c2ccccc21	9%	0.078	0.087	0.096	-1.4	i	i	17	0.07	1552	44	45	-2%	0.6	1525	1.6	1.8	7.2
O=C(NNC(=S)Nc1ccc(Cl)c(Cl)c1)c1ccccn1	-26%	0.38	-0.32	0.01	0.32	i	i	34	-0.46	1212	6	-4	-14%	4.7	951	6.5	0.8	35
O=C(C1CC1c1ccccc1)N1CCN(c2cccc(Cl)c2)CC1 (stereo unspecified)	7%	-0.93	-0.22	-0.1	-0.15	i	i	1	-0.82	1068	77*	56*	7%	0.1	728	4.8	3.4	10
O=C(c1ccccc1)N1CCN(C2c3cccc4cccc(c34)C2NS(=O)(=O)c2ccccc2)CC1 (stereo unspecified)	11%	0.69	-0.17	1.2	-0.4	i	i	3	-0.34	1036	11	-2	20%	5.1	1499	2.2	1.0	8.7
CCOC(=O)N1CCN(C(=O)CN(c2ccc(C)cc2)S(=O)(=O)c2c(C)noc2C)CC1	15%	-0.64	-0.2	-0.054	0.71	i	i	0	0.2	1341	26	22	15%	.	.	2.4	1.2	5.9
